Growth percent in the NCI-60 one-dose screen (48 h, 10 µM unless noted): 100 = growth as untreated, 0 = no growth, -100 = all killed.
HL-60(TB): HL-60(TB) leukemia cells | hit rate 9% among 78,000 | AID 1794776; active = growth percent below 10
* marks the source's active call; other numbers are inactive results; & = joins results of further samples; [ ] = another dose, or the depositor's remark. The list is partial; count on the stated rates, not on these rows.

Sample of the layout:
`O=C(O)C(c1ccccc1)C(O)c1ccccc1` (stereo not drawn) gave HL-60(TB) 98.
`CCCCNc1nnc(-c2cc(-c3cc4ccccc4o3)nn2-c2ccccc2)o1` gave HL-60(TB) 86.
`COc1ccc(-c2cc(C(=O)N3CCOCC3)on2)cc1OC1CCCC1` gave HL-60(TB) 109.
For Clc1ncccc1Nc1ccc2nnc(-c3ccncc3)n2n1 the results were HL-60(TB) 90.
`CC1(C)OCC(C2OC3OC(C)(C)OC3C2OS(C)(=O)=O)O1` (stereo not drawn) gave HL-60(TB) 99.
O=c1c(O)cccc2cc(O)c(O)c(O)c12 was read as HL-60(TB) 104.

The list itself, from the first entry:
`O=C(O)C(c1ccccc1)C(O)c1ccccc1` (stereo not drawn) gave HL-60(TB) 98.
`CCCCNc1nnc(-c2cc(-c3cc4ccccc4o3)nn2-c2ccccc2)o1` gave HL-60(TB) 86.
`COc1ccc(-c2cc(C(=O)N3CCOCC3)on2)cc1OC1CCCC1` gave HL-60(TB) 109.
For Clc1ncccc1Nc1ccc2nnc(-c3ccncc3)n2n1 the results were HL-60(TB) 90.
`CC1(C)OCC(C2OC3OC(C)(C)OC3C2OS(C)(=O)=O)O1` (stereo not drawn) gave HL-60(TB) 99.
O=c1c(O)cccc2cc(O)c(O)c(O)c12 was read as HL-60(TB) 104.
`CCCSc1nc(NCCc2c[nH]c3ccccc23)c(C#N)c(-c2ccc(OC)cc2)n1` gave HL-60(TB) 41.
CCCC(=O)OCc1ccc(Cl)cc1 was read as HL-60(TB) 108.
Screening CCOC(=O)C(CCC(=O)OC)C(=O)OCC returned HL-60(TB) 133.
`CC(=O)C(N=Nc1ccccc1)C(C)=O` gave HL-60(TB) 93.
`Cc1cc(=O)[nH]c2c1sc(=O)n2CCC(=O)O` gave HL-60(TB) 97.
`Brc1ccc(/C=C/c2cc(/C=C/c3ccccc3)nc3ccccc23)cc1` gave HL-60(TB) 75.
`Cc1nn2c(/C=C3/C(=O)Nc4cc(Cl)ccc43)c(-c3ccccc3)nc2s1` gave HL-60(TB) 32.
`Cc1nn(Cc2ccccc2)c(C)c1C1(O)CC(CSC#N)OC1=O` (stereo not drawn) gave HL-60(TB) 132.
CCOC(=O)c1sc2nc(-c3cccc(OC)c3)nc(N3CCOCC3)c2c1C was read as HL-60(TB) 101.

Gathered by group, those above containing an NH in an aromatic ring (2)
`CCCSc1nc(NCCc2c[nH]c3ccccc23)c(C#N)c(-c2ccc(OC)cc2)n1` gave HL-60(TB) 41.
`Cc1cc(=O)[nH]c2c1sc(=O)n2CCC(=O)O` gave HL-60(TB) 97.

Following part:
Screening CCN(CC)CCOC(=O)C(c1ccccc1)C1CCCCC1 (stereo not drawn) returned HL-60(TB) 89&94.
CCCC(OC(=O)CC)c1ccc(Cl)cc1 (stereo not drawn) was read as HL-60(TB) 44.
`CS(=O)(=O)c1ncnc2nc[nH]c12` gave HL-60(TB) 105.
CCCCS(=O)(=O)NC(=S)Nc1ccccc1 was read as HL-60(TB) 112.
For CN1CC(c2nc3ccccc3s2)CC1=O (stereo not drawn) the results were HL-60(TB) 101.
FC(F)(F)c1ccc(-c2cnc(-n3cc(COCCN4CCCCC4)nn3)nc2NC2CCCCCC2)cc1 was read as HL-60(TB) -63*.
Screening NC1CONC1=O (stereo not drawn) returned HL-60(TB) 86.
`CCCCC(CC)CCC(C)OC(=O)c1ccc(Cl)cc1` (stereo not drawn) gave HL-60(TB) 105.
For C=C1C(=O)O[C@H]2[C@H]1CC/C(Cn1cc(CNCCc3c[nH]c4ccccc34)nn1)=C\CC[C@@]1(C)O[C@@H]21 the results were HL-60(TB) 26.
For CN1CC(c2ccc(Cl)cc2)C(C(=O)c2ccc(Br)cc2)C12C(=O)Nc1ccccc12 (stereo not drawn) the results were HL-60(TB) 100.
Screening Cc1cc(N=NC(=N)N)c(C(C)C)cc1NN=C(N)N returned HL-60(TB) 105.
c1ccc2nc3c(cc2c1)sc1ncccc13 was read as HL-60(TB) 104.
`O=C1/C(=C/c2ccc(Br)cc2)Oc2ccc(O)c(-c3ccccc3)c21` gave HL-60(TB) 90.
Screening Brc1ccc(-c2nnc3ccc(N/N=C/c4ccccc4)nn23)cc1 returned HL-60(TB) 60.
Screening CC(=O)Nc1cc(C(C)C)c([N+](=O)[O-])cc1C returned HL-60(TB) 81.
For COc1cccc(COc2ccc(/C=C3\C(=O)Nc4ccc(Cl)cc43)cc2)c1 the results were HL-60(TB) 99.
For CCCCNC(=O)N/C=C(/C#N)C(=O)O the results were HL-60(TB) 129.
`CCCCOc1ccc(S(=O)(=O)N2CCN(c3nc4ccccc4c(=O)[nH]3)CC2)cc1` gave HL-60(TB) 83.
For CCOC(=O)/C(C#N)=C/Nc1cc(C(=O)OCC)cc2c(OC)c(OC)ccc12 the results were HL-60(TB) 78.
C[n+]1c(-c2ccccc2)c2cc(N)ccc2c2ccccc21 was read as HL-60(TB) 59.
For Cn1c(=O)c2c(nc(NCCCl)n2CC(=O)Nc2ccccc2)n(C)c1=O the results were HL-60(TB) 61.
Screening CCOC(=O)C1=C(C)NC(=O)NC1c1ccc(OCc2cn(-c3ccc(S(N)(=O)=O)cc3)nn2)cc1 (stereo not drawn) returned HL-60(TB) 111.
For O=C(NCCNc1cc(-c2cn(-c3ccccc3)nc2-c2cccc(O)c2)ccn1)Nc1ccccc1 the results were HL-60(TB) 30.
COc1ccc(C/C(C)=C(\c2ccc(OCCN3CCOCC3)cc2)c2ccc(OC(=O)C3CCCCC3)cc2)cc1 was read as HL-60(TB) 96.
CC1C(=O)NN=C1c1ccc([N+](=O)[O-])cc1 (stereo not drawn) was read as HL-60(TB) 98.
For COc1ccc(C(c2ccccc2)c2ccc(OC)cc2)cc1 the results were HL-60(TB) 106.
CCOC(=O)CC(=N)C(C#N)C(=O)OCC (stereo not drawn) was read as HL-60(TB) 105.
For O=C(O)c1cccc2nc3c(C(=O)O)cccc3nc12 the results were HL-60(TB) 91.
COC(=O)C(Cc1ccccc1)N1CC(=O)N2[C@@H](c3ccccc3)SC[C@H]2C1=O (stereo partly drawn) was read as HL-60(TB) 95.
CCc1cc2ccccc2oc1=O was read as HL-60(TB) 93.
For C[C@@H](CO)[C@@H]1CC[C@]2(C(=O)N3CCN(C)CC3)CC[C@]3(C)[C@H](CC[C@@H]4[C@@]5(C)CC[C@H](O)C(C)(C)[C@@H]5CC[C@]43C)[C@@H]12 the results were HL-60(TB) -47*.
Screening CC(=O)Nc1ccc(N=NN(C)C)cc1 returned HL-60(TB) 102.
`Cc1ccc2[nH]c(O)c(N=NC(=O)c3cc4ccccc4[nH]3)c2c1` gave HL-60(TB) 94.
`CC[C@H](C)[C@H](NC(=O)c1ccccn1)C(=O)N(C)[C@H](C[C@@H](OC(C)=O)c1nc(C(=O)NC23C4C5C2C2C3C4C52C(=O)OC)cs1)C(C)C` (stereo partly drawn) gave HL-60(TB) 64.
CN(C)CCCN(Cc1ccccc1O)C(=S)Nc1ccc(Cl)cc1 was read as HL-60(TB) 103.
Oc1ccc(C2=N/C(=N\c3[nH]c(-c4ccc(O)cc4)cc3-c3ccccc3)C(c3ccccc3)=C2)cc1 was read as HL-60(TB) 100.
`COc1ccc(Nc2cc(C)nc(NCc3ccccc3)n2)cc1` gave HL-60(TB) 11.
CCOC(=O)c1c(N2CCCC2)[nH]c(=O)c(C=Nc2cc(Cl)cc(Cl)c2)c1O was read as HL-60(TB) 53.
c1cc2c(cc1C1(N3CCCC3)CCCCC1)OCO2 was read as HL-60(TB) 100.
For CC(=O)c1ccc(OCC(=O)Nc2nc(-c3ccc(C)cc3)cs2)cc1 the results were HL-60(TB) 92.
`Fc1ccc2c(CN3CCO[C@H](COc4cccc(Cl)c4)C3)c[nH]c2c1` gave HL-60(TB) 27.
CCOC(=O)c1sc2nc(-c3cc4ccccc4o3)cc(-c3ccc(Cl)cc3)c2c1N was read as HL-60(TB) 108.
Screening Cc1ccc(NC(=O)N=Nc2c(O)[nH]c3ccccc23)cc1 returned HL-60(TB) 111.
`Nc1nnc(-c2ccccc2)o1` gave HL-60(TB) 92.
`Nc1cccc(O)c1` gave HL-60(TB) 96.
CC1(C2CC2)NC(=O)NC1=O (stereo not drawn) was read as HL-60(TB) 92.
COc1ccc(/C=C/C(=O)Nc2ccc(Cl)cc2C)cc1OC was read as HL-60(TB) 90.
OCCCc1ccccn1 was read as HL-60(TB) 127.
Screening c1ccc(C(=NNc2nc(-c3ccccc3)cs2)c2ccccc2)cc1 returned HL-60(TB) 44.
`O=C(c1nc2ccccc2[nH]1)C1C(c2ccc(Cl)cc2)C2CC3CCCC[C@H]3N2[C@@]12C(=O)Nc1cc(Cl)ccc12` (stereo partly drawn) gave HL-60(TB) 24.
CN1CCC(=C2c3ccccc3C(O)c3ccccc32)CC1 (stereo not drawn) was read as HL-60(TB) 98.
CCCSc1ccc(NC(=S)Nc2ccc(SCCC)cc2)cc1 was read as HL-60(TB) 100.
`CCN(CC)Cc1cc(-c2cncc(Cl)c2N2CCC3(CCNC3=O)CC2)ccc1O` gave HL-60(TB) 97.
For O=C1CSC(=S)N1c1ccc(Br)cc1 the results were HL-60(TB) 74.
`O=C1C=C[C@]2(C[C@@H](c3cccc(C(F)(F)F)c3)O[C@@H](c3cccc(C(F)(F)F)c3)O2)O1` gave HL-60(TB) 8.7*.
CCOC(=O)C(Cc1ccc(O)cc1)NC(C)=O (stereo not drawn) was read as HL-60(TB) 108.
For O=C1/C(=C/c2cc(Cl)cc(Cl)c2)Cc2cc3c(cc21)OCO3 the results were HL-60(TB) 97.
COc1ccccc1NC(=O)n1c(=O)cc(C)c2ccc(O)cc21 was read as HL-60(TB) 105.
Screening CCOc1ccc(/C=C2\CCc3ccccc3C2=O)cc1 returned HL-60(TB) 100.
CC(C)c1cc(NC(=O)Cc2ccc(F)c(Cl)c2)n(Cc2ccccc2)n1 was read as HL-60(TB) 96.
Screening O=c1ccc(=O)n(-c2nc(O)c(N=Nc3c(Cl)cccc3Cl)s2)[nH]1 returned HL-60(TB) 98.
`O=C1C(Cl)C(c2ccc(Br)cc2)N1n1cnnc1` (stereo not drawn) gave HL-60(TB) 104.
`C=C1CCC2C3(C)COC(c4ccco4)OC3CCC2(C)C1CC(NCc1ccccc1)C1=CCOC1=O` (stereo not drawn) gave HL-60(TB) 27.
For O=C(CCc1nnc2sc(-c3ccc(O)cc3)nn12)c1nc2ncccc2[nH]1 the results were HL-60(TB) 47.
For COC(=O)CCN1CC1(C)C (stereo not drawn) the results were HL-60(TB) 98.
CC(CC(C#N)(c1ccccc1)c1ccccc1)N1CCOCC1 (stereo not drawn) was read as HL-60(TB) 86.
Screening Nc1ccc(N=Nc2ccc(/C=C/c3ccc(N=Nc4ccc(N)c5ccccc45)cc3S(=O)(=O)O)c(S(=O)(=O)O)c2)c2ccccc12 returned HL-60(TB) 88.
`CCOC(=O)C1=C(C)N=C2SC=C(c3ccccc3)N2[C@H]1c1cn[nH]c1-c1ccc(Cl)cc1` gave HL-60(TB) 1.7*.
Screening O=C(CSc1nc2sc3c(c2c(=O)n1-c1ccc(Cl)cc1)CCCC3)N/N=C/c1ccc(OCc2ccccc2)cc1 returned HL-60(TB) 89.
`CN(C)c1ccc(/C=C(\C#N)c2ccc([N+](=O)[O-])cc2)c(Cl)c1` gave HL-60(TB) 101.
`CC(=O)OC[C@H]1O[C@@H](NS(=O)(=O)c2ccc(C)cc2)C(OC(C)=O)[C@@H](OC(C)=O)C1OC(C)=O` (stereo partly drawn) gave HL-60(TB) 122.
`Cc1ccc(C2=C(Br)C(=O)c3nc(C)ccc3C2=O)cc1` gave HL-60(TB) 89.
For COc1ccc(/C=C(/C(=O)N2CCCC2)c2cc(OC)c(OC)c(OC)c2)cc1N the results were HL-60(TB) -12*.
For Cc1cc(N2CCCC2)nc(NC2CCCC(Nc3ccnc4cc(Cl)ccc34)C2)n1 (stereo not drawn) the results were HL-60(TB) -69*.
For CN1C(=O)c2c3ccccc3nc3c2c1c(O)c1ccccc13 the results were HL-60(TB) 95.

In the list so far, these contain a COOH group.
`O=C(O)C(c1ccccc1)C(O)c1ccccc1` (stereo not drawn) gave HL-60(TB) 98.
`Cc1cc(=O)[nH]c2c1sc(=O)n2CCC(=O)O` gave HL-60(TB) 97.
For CCCCNC(=O)N/C=C(/C#N)C(=O)O the results were HL-60(TB) 129.
For O=C(O)c1cccc2nc3c(C(=O)O)cccc3nc12 the results were HL-60(TB) 91.

Sorted by molecular weight (low to high): some entries from above.
`O=C1C(Cl)C(c2ccc(Br)cc2)N1n1cnnc1` (stereo not drawn) gave HL-60(TB) 104.
`CC(=O)OC[C@H]1O[C@@H](NS(=O)(=O)c2ccc(C)cc2)C(OC(C)=O)[C@@H](OC(C)=O)C1OC(C)=O` (stereo partly drawn) gave HL-60(TB) 122.
Screening Nc1ccc(N=Nc2ccc(/C=C/c3ccc(N=Nc4ccc(N)c5ccccc45)cc3S(=O)(=O)O)c(S(=O)(=O)O)c2)c2ccccc12 returned HL-60(TB) 88.

Remaining list, next part
N#Cc1n[nH]n2c1nc(=O)c1sc3c(c12)CCCC3 was read as HL-60(TB) 99.
For CC(Cc1ccccc1)NC(N)=O (stereo not drawn) the results were HL-60(TB) 98&80.
`CC(=O)O[C@H]1CC[C@H]2[C@@H]3CC=C4c5nc(Cc6ccccc6)sc5CC[C@]4(C)[C@H]3CC[C@]12C` gave HL-60(TB) 99.
Screening COc1ccc2oc(=O)cc(CN3C(=O)S/C(=C\c4ccc(Cl)cc4)C3=O)c2c1 returned HL-60(TB) 89.
`COc1ccc2[nH]c(C(=O)N3CCN(C(=O)OCc4ccc5c(Cl)cc(Cl)c(O)c5n4)CC3)cc2c1` gave HL-60(TB) -45*.
`COC(=O)/C=C/CC[C@H](N)C(=O)O` gave HL-60(TB) 100[20 µM].
Screening CNC(=O)CSc1nc2ccccc2c(=O)n1-c1ccc(S(=O)(=O)Nc2ccc(Cl)nn2)cc1 returned HL-60(TB) 107.
`N#Cc1c(-c2ccc(Cl)c(Cl)c2)nc(Nc2nc3ccccc3s2)[nH]c1=O` gave HL-60(TB) 100.
Cn1c(=O)c2[nH]c(N/N=C/c3ccccc3)nc2n(C)c1=O was read as HL-60(TB) 85.
For O=C(CSc1nc2sc3c(c2c(=O)n1-c1ccccc1)CCCCC3)N/N=C/c1ccc(F)cc1 the results were HL-60(TB) 110.
